# Bioassay records as filed in PubChem.
# KDM4C inh: inhibitors of human demethylase GASC-1 KDM4C. GST-KDM4C 2-372, H3K9me3 peptide, LANCE TR-FRET. inhibition, % at 12.5 µM. actives 0.15% (n = 96,000);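 active = mean replicate inhibition above about 25%, with at least 55% of replicates also reaching it, limit read from the data, passing the limit was not always enough; inconclusive = only one of those two conditions met; inactive = neither condition met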
# Target sequence (Q9H3R0 2-372 limits assumed): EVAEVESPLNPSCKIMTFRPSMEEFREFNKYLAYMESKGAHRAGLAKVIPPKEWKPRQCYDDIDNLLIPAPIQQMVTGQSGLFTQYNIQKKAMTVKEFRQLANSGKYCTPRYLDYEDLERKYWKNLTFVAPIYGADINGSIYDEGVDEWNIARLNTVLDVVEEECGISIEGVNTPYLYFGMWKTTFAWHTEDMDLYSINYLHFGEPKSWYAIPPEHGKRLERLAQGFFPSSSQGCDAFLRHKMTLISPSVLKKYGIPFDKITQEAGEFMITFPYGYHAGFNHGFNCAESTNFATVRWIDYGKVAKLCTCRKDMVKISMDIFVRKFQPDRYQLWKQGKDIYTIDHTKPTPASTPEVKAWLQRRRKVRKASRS
#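 Test system: N-terminal GST-fused human GASC-1 (KDM4C) fragment, residues 2-372; quantity: GASC-1 enzyme at 10 nM final in reaction; dosing: single dose; schedule: 30 min demethylation and 1 h detection at room temperature; signal: LANCE TR-FRET, excitation 340 nm, emissions 618 and 671 nm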
# T cruzi growth: inhibitors of T. cruzi proliferation; T. cruzi beta-gal in NIH3T3, GalScreen luminescence, 90 h; inhibition, % at 8.34 µM; actives 5.9% (n = 77,000); AID 624255;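 active = mean inhibition above about 93%, with at least 55% of replicates each passing it, limit read from the data, passing the limit was not always enough; inconclusive = only one of those two conditions holds; inactive = neither condition holds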
# C diff HTS: blocks growth of Clostridium difficile; Clostridium difficile clinical isolate growth, OD600, 24 h; active compounds read low; growth activity, negative = inhibition, % at 16 µg/mL (by protocol); actives 0.25% (n = 86,000);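 active = mean growth activity at or below -80% and every replicate also at or below -80%; inconclusive = mean at or below -80% but some replicate above -80%; inactive = mean growth activity above -80%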;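 also: 0% = DMSO wells and -100% = levofloxacin 16 µg/mL wells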
# Pf Dd2 growth: inhibitors of Plasmodium falciparum Dd2 growth. P. falciparum Dd2 growth, SYBR Green, 72 h; active compounds read low. activity change, % at 10 µM. actives 2.3% (n = 94,000). AID 1159554; in the data active = activity change below about -80%; inconclusive = no clear call, values can overlap the other calls
# Numbers without * were called inactive; ? = inconclusive; / = not tested or not shown; & = joins results of further samples; ! = not confirmed by another sample.
# Results follow in this order: KDM4C inh, T cruzi growth, C diff HTS, Pf Dd2 growth
> Cc1noc(C)c1NC(=O)Nc1ccc2c(c1)CC(=O)N([C@H](C)CO)C[C@@H](C)[C@@H](CN(C)S(=O)(=O)c1cn(C)cn1)O2
    0.4, 12, -3, 27
> O=C(C[C@H]1C[C@H]2c3cc(NC(=O)NC4CCCCC4)ccc3O[C@H]2[C@H](CO)O1)NCc1cccnc1
    -0.8, 21, 1, 15
> Cc1ccc(S(=O)(=O)Nc2ccc3c(c2)C(=O)N([C@@H](C)CO)C[C@H](C)[C@@H](CN(C)C(=O)c2ccccc2)OCCCC[C@H](C)O3)cc1
    -0.4, 38, -5, -60
> CNC[C@H]1Oc2ncc(-c3cncnc3)cc2C(=O)N([C@@H](C)CO)C[C@H]1C
    1.7, /, -3, 10
> C[C@H](CO)N1C[C@H](C)[C@H](CN(C)CC2CCCCC2)Oc2c(NS(=O)(=O)c3ccc(Cl)cc3)cccc2C1=O
    0.3, -5, 14, -3
> C[C@@H]1CN([C@@H](C)CO)C(=O)c2cc(N(C)C)ccc2O[C@@H](C)CCCCO[C@@H]1CN(C)S(=O)(=O)c1ccccc1
    7.3, 35, 0, /
> C/C=C/c1ccc(C2[C@@H]3CN(C(=O)Nc4ccc(F)cc4)C[C@H]2N3)cc1 (stereo partly drawn)
    0.1&-2.2, /, -7&44, -54&-68
> C[C@@H]1CCCCO[C@H](CN(C)Cc2ccc3c(c2)OCO3)[C@H](C)CN([C@H](C)CO)C(=O)c2cc(NS(=O)(=O)c3ccc(Cl)cc3)ccc2O1
    1.8, 81&83, /, -83*!
> CC(C)NC(=O)N(C)C[C@@H]1Oc2ccc(NC(=O)C3CC3)cc2CC(=O)N([C@@H](C)CO)C[C@H]1C
    -0.1, -13, -4, 2
> C[C@@H]1CN([C@@H](C)CO)C(=O)c2cc(Br)cnc2O[C@H]1CN(C)Cc1ccc2c(c1)OCO2
    -0.5, -100, 6, -3
> O=C(C[C@H]1C=C[C@@H](NC(=O)Nc2cccc(F)c2)[C@H](CO)O1)NCC1CCCCC1
    1.6, -64, /, 5
> CCCNC(=O)N(C)C[C@H]1Oc2cc(C3=CCCC3)ccc2S(=O)(=O)N([C@@H](C)CO)C[C@H]1C
    0.1, /, -1, 22
> N#C[C@@H]1N[C@H](CO)[C@@H]1c1ccc(C#Cc2ccccc2F)cc1
    -1.4, 79, 12, 7
> CCCC#Cc1ccc2c(c1)O[C@H](CN(C)C(=O)c1ccncc1)[C@H](C)CN([C@@H](C)CO)S2(=O)=O
    2.6, 84, -2, -14
> C[C@H]1CN([C@@H](C)CO)C(=O)c2cc(NC(=O)Nc3ccc4c(c3)OCO4)ccc2O[C@@H]1CN(C)S(C)(=O)=O
    0.6, -48, /, -12
> C[C@H]1CN([C@@H](C)CO)S(=O)(=O)c2ccc(C#Cc3ccncc3)cc2O[C@@H]1CN(C)C(=O)C1CCCCC1
    -4.3, -95, -8, -51
> CC(C)CC#Cc1ccc2c(c1)O[C@@H](CN(C)CC1CCOCC1)[C@H](C)CN([C@H](C)CO)S2(=O)=O
    -4.8, 106, 21, ?
> COCC(=O)N1C[C@H](C)[C@H](OC)CN(C)C(=O)c2ccc(NC(=O)c3ccc(F)cc3)cc2OC[C@H]1C
    0.9, -19, /, -15
> C[C@@H]1CCCCO[C@H](CN(C)Cc2ccc(C(=O)Nc3ccccc3N)cc2)[C@@H](C)CN([C@H](C)CO)C(=O)c2cc(NS(=O)(=O)c3ccccc3)ccc2O1
    1.1, /, -1, -89*
> c1cc(-c2ccc(C3[C@H]4CNC[C@@H]3N4Cc3nccs3)cc2)ccn1 (stereo partly drawn)
    0.7&0.4, /, 3&0, -5&-12
> O=C(NCC[C@H]1CC[C@H](NC(=O)C2CCC2)[C@@H](CO)O1)c1ccc(F)cc1
    5.6, /, 3, 13
> COc1ccc(S(=O)(=O)N[C@H]2CC[C@@H](CCn3cc(-c4ccccc4F)nn3)O[C@@H]2CO)cc1
    -1.8, -9, -3, -43
> C[C@H]1CN([C@@H](C)CO)C(=O)c2cc(NS(=O)(=O)c3cn(C)cn3)ccc2O[C@@H]1CN(C)Cc1ccc(Cl)c(Cl)c1
    -0.2, 86, -12, 2
> CCC(=O)N1C[C@@H](C)[C@@H](OC)CN(C)C(=O)c2cc(NC(=O)C3CC3)ccc2OC[C@@H]1C
    0.1, 13, -3, -17
> CCNC(=O)C[C@H]1CC[C@@H]2[C@@H](COc3ccc(NC(=O)c4ccc(F)cc4)cc3C(=O)N2C)O1
    0.7, 5, 6, 2
> COc1ccc(CN(C)C[C@@H]2Oc3ccc(NC(=O)Nc4c(C)noc4C)cc3C(=O)N([C@@H](C)CO)C[C@@H]2C)cc1
    2.4, 16, 4, 5
> O=C(C[C@H]1CC[C@@H](NC(=O)CN2CCOCC2)[C@@H](CO)O1)NCc1cccc(F)c1
    1.1, 17, /, 5
> O=C(N[C@@H]1CC[C@@H](CCNS(=O)(=O)c2ccc(Cl)cc2)O[C@H]1CO)c1cnccn1
    1.4, -13, -2, 30
> C[C@@H]1CN([C@H](C)CO)C(=O)c2cc(NC(=O)CCCN(C)C)ccc2O[C@H]1CN(C)Cc1ccncc1
    2.1, 15, -1, 16
> CNC(=O)C[C@H]1CC[C@@H]2[C@@H](COc3ccc(NC(=O)c4ccc(C(F)(F)F)cc4)cc3C(=O)N2C)O1
    1.2, 5, 0, 0

# (next part)
structure	KDM4C inh	T cruzi growth	C diff HTS	Pf Dd2 growth
COCC(=O)N(C)C[C@@H]1Oc2cc(-c3ccccc3F)ccc2S(=O)(=O)N([C@H](C)CO)C[C@@H]1C	1.3	/	-6	5
CCC(=O)Nc1ccc2c(c1)C(=O)N(C)C[C@H](OC)[C@H](C)CN(C(=O)c1ccccn1)[C@@H](C)CO2	-1.0	-62	/	16
CO[C@H]1CN(C)C(=O)c2cc(NS(=O)(=O)CC(F)(F)F)ccc2OC[C@@H](C)N(Cc2cccnc2)C[C@@H]1C	1.3	/	/	27
CC(=O)N(C)C[C@@H]1Oc2cc(C3=CCCCC3)ccc2S(=O)(=O)N([C@@H](C)CO)C[C@H]1C	0.5	20	/	-6
C[C@@H]1CN([C@@H](C)CO)S(=O)(=O)c2ccc(C#CCN(C)C)cc2O[C@@H]1CN(C)Cc1ccccn1	8.0	?	-2	-30
CO[C@H]1CN(C)C(=O)c2ccc(NC(C)=O)cc2OC[C@H](C)N(Cc2ccccc2C(=O)O)C[C@H]1C	0.5	-30	3	19
O=C(C[C@@H]1CC[C@@H](NC(=O)C2CC2)[C@H](CO)O1)NC1CCC1	-2.3	1	/	4
C[C@H](CO)N1C[C@H](C)[C@@H](CN(C)CC2CC2)Oc2ccc(NS(=O)(=O)c3ccc(F)cc3)cc2C1=O	0.5	/	3&-4	3
Cc1noc(C)c1S(=O)(=O)Nc1ccc2c(c1)C(=O)N([C@@H](C)CO)C[C@@H](C)[C@@H](CN(C)C(=O)C1CCCCC1)OCCCC[C@@H](C)O2	-0.3	101	-3	-41
C[C@@H]1CCCCO[C@H](CN(C)C(=O)Nc2ccccc2)[C@H](C)CN([C@H](C)CO)C(=O)c2cc(NS(=O)(=O)c3cn(C)cn3)ccc2O1	-2.1	19	1	-30
CO[C@@H]1CN(C)C(=O)c2ccc(NC(=O)C3CC3)cc2OC[C@@H](C)N(Cc2ccccc2)C[C@@H]1C	0.8	54	/	8
CCCNC(=O)N(C)C[C@H]1Oc2ncc(-c3ccccc3)cc2C(=O)N([C@@H](C)CO)C[C@H]1C	-0.4	-21	4	29
COc1ccccc1CN1[C@H](CO)[C@@H]2c3ccccc3N(C(=O)c3cccnc3)C[C@@H]21	3.4	-24	4	-6
C[C@H](CO)N1C[C@H](C)[C@H](CN(C)Cc2ccccc2)Oc2ncc(Br)cc2C1=O	-1.3	15&62&32	11&2&12	1&-13&-2
CN(C)CCCNC(=O)C[C@H]1C=C[C@@H](NS(=O)(=O)c2ccc(F)cc2)[C@H](CO)O1	2.6	-30	-2	-8
COCC(=O)Nc1ccc2c(c1)C(=O)N(C)C[C@H](OC)[C@@H](C)CN(Cc1ccncc1)[C@H](C)CO2	1.2	34	/	14
O=C(C[C@H]1CC[C@@H]2[C@H](COC[C@H](O)CN2Cc2cc(F)cc(F)c2)O1)NCc1cccc(F)c1	1.5	-25	/	-6
O=S(=O)(NC[C@H]1[C@H](c2ccccc2)[C@@H](CO)N1CC1CC1)c1ccccc1	0.9	-4	2	7
C[C@@H]1CN([C@@H](C)CO)C(=O)Cc2cc(NC(=O)c3ccncc3)ccc2O[C@H]1CN(C)S(=O)(=O)c1ccccc1	-1.0	/	-6	0
Cc1ccc(S(=O)(=O)Nc2ccc3c(c2)C(=O)N([C@@H](C)CO)C[C@@H](C)[C@@H](CN(C)Cc2ccc(C(F)(F)F)cc2)OCCCC[C@H](C)O3)cc1	-0.2	/	-3	-81*
C[C@@H]1CN([C@@H](C)CO)S(=O)(=O)c2ccc(C#CC3CC3)cc2O[C@@H]1CN(C)Cc1ccccc1F	13	77	28	-3
O=C(Nc1ccccc1F)N[C@H]1CC[C@@H](CCNS(=O)(=O)c2ccccc2)O[C@H]1CO	0.5	7	-3	-7
C[C@H](CO)N1C[C@H](C)[C@H](CN(C)Cc2ccc(C(F)(F)F)cc2)Oc2ccc(NC(=O)CCC(F)(F)F)cc2C1=O	-0.8	/	3&2	-4
C[C@H]1CN([C@@H](C)CO)C(=O)c2cc(C#CCN(C)C)cnc2O[C@@H]1CN(C)C(=O)c1ccc(F)cc1	1.7	19	-5	19
CCCC#Cc1ccc([C@@H]2[C@@H](CO)N3CCCCN(Cc4cncnc4)C[C@@H]23)cc1	-1.0	61	-4	-10
CC(C)CC#Cc1ccc2c(c1)O[C@H](CN(C)Cc1cccnc1)[C@H](C)CN([C@H](C)CO)S2(=O)=O	-2.0	106*	-2	/
CO[C@H](CN(C)S(=O)(=O)c1ccc(Cl)cc1)[C@@H](C)CN([C@H](C)CO)S(=O)(=O)c1cccc(Cl)c1	-1.4	76	/	-12
C[C@H](CO)N1C[C@H](C)[C@H](CN(C)C)Oc2ccc(NS(C)(=O)=O)cc2C1=O	3.0	/	5	12
C[C@@H]1CN([C@H](C)CO)C(=O)c2cc(NC(=O)c3ccncc3)ccc2O[C@@H](C)CCCCO[C@H]1CN(C)C(=O)Nc1ccc(C(F)(F)F)cc1	-0.4	49	-1	-10
CCCNC(=O)C[C@H]1CC[C@H]2[C@@H](COC[C@H](O)CN2C(=O)Nc2ccccc2OC)O1	0.7	117*	/	-22
O=C(C[C@@H]1CC[C@@H]2[C@H](COC[C@@H](O)CN2Cc2cc(F)ccc2F)O1)NCc1ccc(F)cc1	1.4	0	/	-4
C[C@@H]1CCCCO[C@H](CN(C)Cc2ccncc2)[C@@H](C)CN([C@@H](C)CO)C(=O)c2cc(NC(=O)CCCN(C)C)ccc2O1	7.1	43	1	28
O=C(c1ccc2c(c1)OCO2)N1C[C@@H]2[C@H](c3ccccc31)[C@@H](CO)N2Cc1ccc2c(c1)OCO2	3.8	35	20	-3
CCS(=O)(=O)N[C@@H]1C=C[C@H](CC(=O)NCc2ccc(Cl)cc2)O[C@H]1CO	0.4	7	-5	18
C[C@@H]1CN([C@@H](C)CO)C(=O)c2cc(C#CCc3ccccc3)cnc2O[C@H]1CN(C)C(=O)C1CC1	-1.2	67	/	-54
COC(=O)C[C@@H]1C[C@@H]2c3cc(NC(=O)Nc4ccc(F)cc4)ccc3O[C@@H]2[C@H](CO)O1	0.0	-24	2	-31
C[C@H]1CCCCO[C@H](CN(C)Cc2ccccc2)[C@@H](C)CN([C@@H](C)CO)C(=O)c2cc(NS(=O)(=O)c3cn(C)cn3)ccc2O1	-1.4	-44	/	17
CO[C@@H]1CN(C)C(=O)c2cc(NC(=O)Nc3ccccc3Cl)ccc2OC[C@@H](C)N(S(=O)(=O)CC(F)(F)F)C[C@H]1C	-1.0	43	/	-20
O=C(C[C@@H]1CC[C@H]2[C@@H](COC[C@H](O)CN2C(=O)Nc2cccc(Cl)c2)O1)NCc1ccccc1F	-0.7	119*	49&44	24

# Single records (already shown).
# CCCNC(=O)C[C@H]1CC[C@H]2[C@@H](COC[C@H](O)CN2C(=O)Nc2ccccc2OC)O1 is listed as KDM4C inh: 0.7; T cruzi growth: 117*; C diff HTS: /; Pf Dd2 growth: -22
# C[C@@H]1CCCCO[C@H](CN(C)Cc2ccncc2)[C@@H](C)CN([C@@H](C)CO)C(=O)c2cc(NC(=O)CCCN(C)C)ccc2O1 is listed as KDM4C inh: 7.1; T cruzi growth: 43; C diff HTS: 1; Pf Dd2 growth: 28
